# IMPase inh: qHTS Assay for Identifying the Cell-Membrane Permeable IMPase Inhibitors. inhibition (IP1 accumulation), % at 46.1 µM. 120,000 tested, under 10 active. AID 901, 2007. Inositol monophosphatase 1 (Rattus norvegicus), P97697. CHO-M1 cells, IP1 accumulation, HTRF TR-FRET ratio; active means well fitted curve in the direction sought with a large enough effect in the signal ratio, not every such curve was filed as active; inconclusive means small, poorly fitted or top-dose-only effect, or a change in a side signal; inactive means no such curve, though single readings can be large or run the other way; the % refers to the signal ratio;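 further: cells stimulated with carbachol in lithium chloride buffer; plate controls were DMSO basal wells for no effect and reference inhibitor wells for full effect; higher means more IMPase inhibition seen as more IP1 and lower FRET ratio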
# Target sequence (P97697 whole entry, looked up): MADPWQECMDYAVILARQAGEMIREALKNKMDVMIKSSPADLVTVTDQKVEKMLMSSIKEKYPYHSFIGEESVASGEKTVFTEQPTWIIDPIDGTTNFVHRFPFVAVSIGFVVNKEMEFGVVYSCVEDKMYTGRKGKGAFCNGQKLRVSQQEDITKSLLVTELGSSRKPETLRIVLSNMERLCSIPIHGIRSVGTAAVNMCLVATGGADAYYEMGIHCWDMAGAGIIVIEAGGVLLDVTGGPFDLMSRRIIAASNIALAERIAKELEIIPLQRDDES
#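 CHO-M1 cells (CHO stably expressing M1 receptor), compound up to 46 uM final, stimulated with carbachol (50 uM as added) in buffer with 50mM LiCl, pH 7.4, 30 min at 37C. Cytosolic IP1 read by TR-FRET; AC50 from Hill fits.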
# ALOX12 inhib: qHTS Assay for Inhibitors of 12-hLO (12-human lipoxygenase); purified 12-hLO, xylenol orange hydroperoxide absorbance; hit rate 0.12% among 150,000; AID 1452, 2008; Potency, µM (top dose mostly 57.1 µM), for inactives: at the highest dose activity change, negative = inhibition, usual class: inhibitors; further: potency means the concentration at half of the fitted maximal effect; nearly all actives have a fitted effect of over 55% in size; many of its hits are not listed in these tables
# Target sequence (P18054 whole entry, looked up): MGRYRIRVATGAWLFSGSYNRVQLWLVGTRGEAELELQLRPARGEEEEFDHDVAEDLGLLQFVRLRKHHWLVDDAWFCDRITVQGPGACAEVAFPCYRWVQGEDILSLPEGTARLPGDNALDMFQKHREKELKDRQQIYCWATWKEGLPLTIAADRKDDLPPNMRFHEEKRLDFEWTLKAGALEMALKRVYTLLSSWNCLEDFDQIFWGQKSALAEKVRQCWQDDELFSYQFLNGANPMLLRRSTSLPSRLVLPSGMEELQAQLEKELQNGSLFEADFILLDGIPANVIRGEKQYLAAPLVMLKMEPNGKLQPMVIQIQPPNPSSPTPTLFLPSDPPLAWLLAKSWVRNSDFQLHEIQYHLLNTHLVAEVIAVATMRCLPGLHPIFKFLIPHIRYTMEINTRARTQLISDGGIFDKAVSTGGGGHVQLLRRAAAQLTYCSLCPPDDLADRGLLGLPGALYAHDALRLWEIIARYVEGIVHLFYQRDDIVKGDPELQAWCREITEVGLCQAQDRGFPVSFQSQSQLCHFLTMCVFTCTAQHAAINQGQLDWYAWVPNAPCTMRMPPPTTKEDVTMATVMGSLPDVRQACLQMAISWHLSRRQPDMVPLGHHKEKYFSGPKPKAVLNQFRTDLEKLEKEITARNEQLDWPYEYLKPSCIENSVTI
#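 Purified human 12hLO (150 nM), preincubated 15 min with compound, then 40 uM arachidonic acid for 30 min, room temperature, Hepes pH 7.0 with 0.01% Triton X-100. Hydroperoxide detected by ferrous iron/xylenol orange; 573/405 nm absorbance ratio gives reaction progress.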
# PNC inhibitor: High Content Assay for Compounds that inhibit the Assembly of the Perinucleolar Compartment; PC3M PTB-GFP, PNC prevalence imaging, 16 h; hits give low values; activity change (PNC), negative = inhibition, % at 10 µM; AID 2417, 2010; hit rate 3.1% among 140,000;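 active means readout at or below -70, meaning at least 70% loss of cells showing the perinucleolar compartment, a nuclear body marking cancer cells; inconclusive means readout between -30 and a set limit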;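 further: plate controls were DMSO wells for no effect and camptothecin positive control wells for full effect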
#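 Read-out is percentage of cells bearing a perinucleolar compartment, from automated 20x imaging of fixed, Hoechst-stained PC3M PTB-GFP cells. Cells were seeded 4 h, then exposed 16 h to compound (23 nl of library stock) in duplicate plates.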
# ALOX15B inhib: qHTS Assay for Inhibitors of 15-hLO-2 (15-human lipoxygenase 2) | purified 15hLO-2, xylenol orange hydroperoxide absorbance | Polyunsaturated fatty acid lipoxygenase ALOX15B (Homo sapiens), O15296 | hit rate 0.56% among 110,000 | Potency, µM (doses to about 57.1 µM), for inactives: at the highest dose activity change, negative = inhibition, actives largely listed as inhibitors; further: potency means the concentration at half of the fitted maximal effect; nearly all actives have a fitted effect of over 60% in size; many of its hits are not listed in these tables
#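 Enzyme 50 nM, AA 45 uM, 25 mM Hepes pH 7.5 + 0.01% Triton X-100; cpd preinc 15 min RT, rxn 90 min RT; stop/detect with 200 uM XO + 300 uM Fe(II) in 50 mM H2SO4, 30 min; A573/A405.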
# * marks the source's active call; other numbers are inactive results; u = inconclusive; x = no result given; [ ] = dose if it differs, or a comment. Unless noted, the call rests on the fitted dose curve; in most records, active means well fitted curve in the direction sought with a large enough effect; inconclusive means small, poorly fitted or top-dose-only effect, or another doubt; inactive means no such curve, though single readings can be large; an effect the other way counts as inactive or inconclusive. Unless noted, on the % scale 0 is the no-effect control and ±100 the full control effect.
SMILES,IMPase inh,ALOX12 inhib,PNC inhibitor,ALOX15B inhib
COc1ccc(/C=N/Nc2ncnc3sc(C)c(C)c23)cc1,x,-1%,u,x
COc1ccc(C(C(O)C(=O)c2c[nH]c3ccccc23)N2CCN(c3ccccc3)CC2)cc1 (stereo unspecified),3,2%,-26,37%[activator]
Cn1c(-c2ccc(Br)o2)nc2cc(Br)ccc21,-5,-18%,u,-23%
CC(=O)Nc1ccc(S(=O)(=O)N2CCC(n3cnc4cc(F)ccc43)CC2)cc1,5,3%,38,9%
Cc1ccc(CNC(=O)c2ccc(Br)o2)cc1,2,1%,25,-19%
CCCN1CCN(CCCNC(=O)CN2C(=O)COc3ccccc32)CC1,5,1%,-28,4%
COc1ccc(Br)cc1CNc1ccc(S(N)(=O)=O)cc1,x,-1%,-29,x
CC(C)CCNC(=O)C1C2C=CC3(CN(Cc4ccccc4Cl)C(=O)C13)O2 (stereo unspecified),-8,3%,-29,-1%
COC(=O)C1=C(Nc2ccc(C)cc2)C=C(C)C(C(=O)OC)C1c1ccc(OC)cc1 (stereo unspecified),18,-17%,-27,x
Cc1ccc2nc(-c3ccc(SCC(=O)O)nc3)[nH]c2c1,6,-6%,16,0%
CCOc1ccc2nc(NC3=NCN(Cc4ccco4)CN3)nc(C)c2c1,-1,3%,10,-1%
COc1ccc(C(=O)NNC(=O)C(NC(=O)c2ccccc2NC(=O)c2ccco2)C(C)C)cc1 (stereo unspecified),x,-2%,-9,x
Cc1ccc(NN=C2c3ccccc3-c3ccccc32)cc1,15,-23%,19,x
c1ccc(CSc2nnc([C@@H]3CCCN3)o2)cc1,-4,-8%,-27,-8%
COc1cccc(N=Nc2c(=O)[nH]n3c(=O)cc(C)[nH]c23)c1,u,-13%,-7,-25%
COc1cc(C(=O)OCC(=O)c2cc(C)n(C)c2C)cc(OC)c1OC,12,3%,25,-3%
CCOC(=O)C1=C(CSc2nc3c(cc2C#N)CN(C)CC3)OC(N)=C(C#N)C1c1ccncc1 (stereo unspecified),x,3%,-28,x
CCCCC1=C(C(=O)OCC)C(C(=O)OCC)Oc2ccccc21 (stereo unspecified),x,-2%[0.00818 µM],x,4%[0.0915 µM]
CCC(C)[C@H](NC(=O)NC1CCCc2ccccc21)C(=O)O (stereo partly specified),-4,-5%,34,-6%
COc1cccc(OC)c1C(=O)Nc1ccc(CN2CCOCC2)cc1,5,3%,-10,-3%
O=C(/C=C/c1ccc(Cl)cc1Cl)N(Cc1ccccc1)C1CCS(=O)(=O)C1 (stereo unspecified),x,1%,41,x
O=C(O)C1CCN(C(=O)c2ccccc2Cl)CC1,4,3%,u,-3%
COc1ccccc1N1CCN(C(=O)CSc2nnc(NC(=O)C3CC3)s2)CC1,-4,7%,-10,-4%
COc1ccc(C)cc1NC(=O)CCN1CCCC1,0,2%,44,3%
COc1ccc(-c2nc3cnc(OC)nc3n(Cc3cccc(OC)c3)c2=O)cc1,x,-1%,x,2%

# Reformatted with two lines to a compound: entries from further up.
# Order of values: IMPase inh, ALOX12 inhib, PNC inhibitor, ALOX15B inhib
> CCOC(=O)C1=C(CSc2nc3c(cc2C#N)CN(C)CC3)OC(N)=C(C#N)C1c1ccncc1 (stereo unspecified)
    x, 3%, -28, x
> CCCCC1=C(C(=O)OCC)C(C(=O)OCC)Oc2ccccc21 (stereo unspecified)
    x, -2%[0.00818 µM], x, 4%[0.0915 µM]
> CCC(C)[C@H](NC(=O)NC1CCCc2ccccc21)C(=O)O (stereo partly specified)
    -4, -5%, 34, -6%
> COc1cccc(OC)c1C(=O)Nc1ccc(CN2CCOCC2)cc1
    5, 3%, -10, -3%
> O=C(/C=C/c1ccc(Cl)cc1Cl)N(Cc1ccccc1)C1CCS(=O)(=O)C1 (stereo unspecified)
    x, 1%, 41, x
> O=C(O)C1CCN(C(=O)c2ccccc2Cl)CC1
    4, 3%, u, -3%
> COc1ccccc1N1CCN(C(=O)CSc2nnc(NC(=O)C3CC3)s2)CC1
    -4, 7%, -10, -4%

# Other records:
SMILES,IMPase inh,ALOX12 inhib,PNC inhibitor,ALOX15B inhib
O=C(c1cc(-c2ccc(Cl)cc2Cl)on1)N1CCN(C(=O)c2ccco2)CC1,6,0%,-9,16%
C=CCOc1ccc(C2c3c(oc4ccccc4c3=O)C(=O)N2CCCN2CCOCC2)cc1 (stereo unspecified),-3,-24%,23,10%
CC(C)(C)c1cc(NC(=O)c2cc(F)c(F)c(F)c2F)no1,1,5%,12,1%
O=C(NCc1ccccc1)c1c[nH]c2cc3c(cc2c1=O)OCCO3,-4,2%,168,x
O=C(NCCOC(=O)c1ccc(Cl)c(S(=O)(=O)N2CCCCC2)c1)c1ccncc1,0,-11%,29,-11%
COc1ccccc1C(CC(=O)Nc1nccs1)c1ccco1 (stereo unspecified),5,0%,2,0%
Cn1cccc1Cc1nnc(SCC(=O)N2CCN(c3ccccc3)CC2)n1-c1ccc(F)cc1,u,-5%,-1,-9%
COc1ccc(/C=N/NC(=O)CCc2c(C)n[nH]c2C)cc1O,-8,2%,15,14%
CCOC(=O)c1c(C)[nH]c(C)c1-c1ccccc1OC,3,4%,54,x
Cc1nnc(SCC(=O)NCCN2C(=O)CSC2=O)s1,-1,0%,-9,0%
c1ccc(Cn2nnc3c(N4CCc5ccccc5C4)ncnc32)cc1,5,0%,30,-6%
COc1ccc(CNC(=O)C2CCNCC2)cc1,5,-4%,52,-2%
COc1ccc(CCNC(=O)CSc2nnc(-c3cccc(F)c3)o2)cc1OC,17,-5%,u,-5%
Cc1ccc(Cn2ncc3c(N4CCCC4)ncnc32)cc1,-2,-2%,u,3%
O=C(NCCc1ccccc1)c1ccc(-c2ccccc2Cl)o1,x,-4%,56,x
COc1ccccc1C(=O)n1nc(-c2ccco2)nc1N,-9,0%,u,-10%
O=C1c2cccnc2C(=O)N1Cc1ccc(Cl)cc1,4,-2%,22,4%
COc1cc2[nH]ccc(=O)c2cc1OC,x,-2%,18,x
CC(=O)Nc1nc2c(c3c1c(=O)oc1ccccc13)CCCCC2,-8,-7%,u,-2%
O=C(NC1CCCCC1)N1CCCC(c2nc3ccccc3[nH]2)C1 (stereo unspecified),3,-4%,u,18%
CC(C)CC(NC(=O)C1CCC(C)CC1)C(=O)Nc1cccnc1 (stereo unspecified),12,-1%,20,1%
CC(=O)c1cccc(NC(=O)N2CCCC2C(=O)NCc2ccc(C)cc2)c1 (stereo unspecified),1,1%,1,3%
Cc1ccc(-c2nnc(SCC(=O)Nc3ccc4c(c3)OCCO4)n2N)cc1,1,2%,9,-12%
Nc1ccccc1S[C@@H](C[N+](=O)[O-])c1ccc2c(c1)OCO2,x,-17%[11.4 µM],x,-19%[11.4 µM]
Cc1occc1C(=O)NCc1ccccc1,8,2%,16,0%

# (listing goes on)
SMILES,IMPase inh,ALOX12 inhib,PNC inhibitor,ALOX15B inhib
CCSc1nc2ccccc2n1CC(N)=O,-5,-4%,287,x
O=C(CSc1ccc2nnc(-c3ccccc3)n2n1)N1CCCc2ccccc21,-2,0%,u,x
CC(=O)NC1=NC(=O)/C(=C/N2CCOCC2)S1,-1,-2%,u,-9%
Cc1ccc(S(=O)(=O)N/N=C\c2cc3c(cc2[N+](=O)[O-])OCO3)cc1,-2,-2%,u,-9%
Cn1ncc(Br)c1C(=O)N1CCN(C(=O)c2ccco2)CC1,x,-6%,56,x
Oc1ccccc1-c1nnc(COc2ccc(Cl)cc2Cl)o1,3,-10%,-5,-9%
S=C(NCCN1CCOCC1)N/N=C/c1c2ccccc2cc2ccccc12,-1,-5%,-81*,u
Cc1ccc(S(=O)(=O)c2cc(N3CCOCC3)nc(-c3ccccc3)n2)cc1,2,5%,u,7%
CCN1CCN(S(=O)(=O)c2ccc(OC)c(Br)c2)CC1,-11,-4%,46,5%
O=c1cc(-c2ccccc2Cl)oc2cccc(O)c12,x,-13%[0.00818 µM],u,-12%[0.0915 µM]
CCOC(=O)c1c(C)[nH]c(C(=O)CSc2nnc(C3CC3)n2N)c1C,-2,2%,-14,-2%
O=C(Nc1cccnc1)c1cnc2ccccc2n1,2,-3%,-88*,-1%
N#CCc1c(C#N)c(N)nc(N2CCN(c3ccc(F)cc3)CC2)c1C#N,-6,-3%,u,-14%
COc1ccc2c(c1)SCC/C2=C\CN1C(=O)CCC1=O,x,0%,-4,x
Cn1nc([N+](=O)[O-])nc1Oc1ccc2ccccc2c1,4,0%,-8,-6%
CCN(CC)S(=O)(=O)c1ccc(C(=O)OCCNC(=O)c2cccnc2)cc1,2,-3%,13,-10%
O=C(NCCc1ccccc1)c1nc2nc(-c3cccs3)cc(C(F)(F)F)n2n1,4,-2%,-26,x
CCN(CC)C1=NC=CC(c2ccccc2)=CC1C (stereo unspecified),x,3%,-21,x
O=C(CNS(=O)(=O)c1ccccc1)Nc1ccc(C(F)(F)F)cc1,2,-2%,u,6%
COc1ccccc1Nc1nnc(SCC(=O)N2CCCC2=O)s1,-2,-2%,0,0%
Cc1ccc(C(=O)CC(=O)c2cccc(F)c2)c(O)c1,-1,-28%,7,-3%
CC1CCCCC1N=CC1=C(O)CC(C)(C)CC1=O (stereo unspecified),7,-3%,13,-2%
Cc1ccc(-n2nnnc2Sc2ccc(S(=O)(=O)NCCN(C)C)cc2[N+](=O)[O-])cc1,x,0%,22,x
CN1CCN(C(=S)SCC(=O)Nc2nc(-c3ccccc3)c(-c3ccccc3)o2)CC1,-2,7%,u,x
Cc1cccc2cc(=O)[nH]c(C)c12,-2,-4%,35,1%

# (list continues)
SMILES,IMPase inh,ALOX12 inhib,PNC inhibitor,ALOX15B inhib
CCCCn1c(SCC(=O)NC(=O)NCc2ccco2)nc2cc(S(N)(=O)=O)ccc21,9,-1%,-10,-10%
Cc1csc(SCC(=O)NC2CCCCC2)n1,7,4%,30,5%
Cn1c(=O)n(-c2cccc(Cl)c2)c(=O)c2c3c(sc21)COC(C)(C)C3,4,3%,-10,-1%
CC1(C)Cc2cccc(OCC(=O)Nc3cccnc3Cl)c2O1,6,1%,-12,-2%
COc1cccc(C(C#N)N2CCCCC2)c1O (stereo unspecified),-4,-20%,-13,2%
COc1cccc(C(=O)/C=C/Nc2cc(C)ccc2O)c1,14,-15%,12,-23%
Cc1cccc(NS(=O)(=O)c2cnc[nH]2)c1,x,-1%,20,x
CC(=O)N1CCc2cc(S(=O)(=O)NCCC(=O)N3CCN(Cc4ccccc4)CC3)ccc21,1,-3%,20,3%
CC1Cc2cc(/C(O)=C3/C(=O)C(=O)N(CC4CCCO4)C3c3ccco3)ccc2O1 (stereo unspecified),-14,2%,43,5%
CCOC(=O)c1nnc(-c2ccccc2)o1,u,-2%,u,1%
COc1ccc(OC)c(-c2csc(NC(=O)CSc3ccc([N+](=O)[O-])cc3)n2)c1,x,-2%,u,x
O=C(NCc1ccco1)Oc1ccccc1,0,-6%,28,-3%
COC(=O)C(NC(C)=O)(Nc1nc2ccc(C)cc2s1)C(F)(F)F (stereo unspecified),-7,2%,10,3%
Cc1ccccc1NC(=O)CSc1nc(COc2ccccc2)nc2ccccc12,-1,3%,14,-18%
CCOc1ccc(S(=O)(=O)N2CCN(c3ccc(OC)cc3)CC2)c2cccnc12,6,-17%,4,1%
O=C(NCCC1=CCCCC1)c1ccc(F)cc1,x,4%,16,x
Cn1nnnc1SCCOc1ccc(C#N)cc1,6,-4%,6,3%
CC(C)(/C=N/NC(=O)CSCc1ccccc1Cl)CCC#N,x,-3%,u,x
C/C(=N\NC(=O)c1ccccc1)c1ccc2c(c1)OCO2,-3,-3%,u,7%
